Assay outcomes as filed in PubChem BioAssay.
APOBEC3A inh: inhibitors of human APOBEC3A DNA deaminase | P31941 | recombinant A3A, FAM/TAMRA ssDNA deamination fluorescence | inhibition, % at 20 µM | 330,000 tested, 0.41% active;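 active = at least 40% inhibition at 20 µM here, with at most 30% in a related deaminase screen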;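 note: plate controls were A3A with DMSO for no effect and wells lacking A3A enzyme for full effect; some results filed as inactive read as strong as hits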
Target sequence (P31941 whole entry, looked up): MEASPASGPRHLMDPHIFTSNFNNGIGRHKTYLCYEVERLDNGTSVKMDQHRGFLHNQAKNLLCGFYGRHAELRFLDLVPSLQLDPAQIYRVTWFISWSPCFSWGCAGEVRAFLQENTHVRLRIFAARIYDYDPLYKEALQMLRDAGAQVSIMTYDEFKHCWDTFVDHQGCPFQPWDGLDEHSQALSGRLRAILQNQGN
hIAP act: human IAP activation | P09923 | purified human IAP, CDP-Star luminescence, 30 min; hits give high values; 1 = vehicle-only enzyme, 0 = enzyme-free background | activation factor at 10 µM | 330,000 tested, 0.16% active | AID 2524;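 active = activation factor of the enzyme at least 2-fold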; note: the source names both 10 and 20 µM as test concentration; values of inactives mirror those of a sister screen read the other way
Target sequence (P09923 whole entry, looked up): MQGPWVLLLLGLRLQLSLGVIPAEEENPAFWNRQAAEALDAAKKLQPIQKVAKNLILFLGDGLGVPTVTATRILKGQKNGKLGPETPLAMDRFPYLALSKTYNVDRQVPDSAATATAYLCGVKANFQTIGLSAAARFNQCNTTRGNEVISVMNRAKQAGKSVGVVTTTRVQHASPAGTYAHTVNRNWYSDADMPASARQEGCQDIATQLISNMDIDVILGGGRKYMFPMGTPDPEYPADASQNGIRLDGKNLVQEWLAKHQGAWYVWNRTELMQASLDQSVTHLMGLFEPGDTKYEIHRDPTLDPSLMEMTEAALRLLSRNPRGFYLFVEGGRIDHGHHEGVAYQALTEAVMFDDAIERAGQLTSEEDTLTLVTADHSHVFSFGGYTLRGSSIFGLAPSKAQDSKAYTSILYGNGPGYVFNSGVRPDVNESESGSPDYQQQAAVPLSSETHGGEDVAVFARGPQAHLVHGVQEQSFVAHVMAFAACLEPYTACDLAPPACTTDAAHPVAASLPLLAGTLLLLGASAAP
HKDC1 inh: blocks human hexokinase HKDC1 activity; Q2TB90; recombinant HKDC1, G6PDH/diaphorase resazurin coupled fluorescence; inhibition, % at 20 µM; 340,000 tested, 0.16% active; AID 493160;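 active = inhibition above about 35% when tested at 20 µM, limit read from the data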;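 note: plate controls were DMSO wells with enzyme for no effect and DMSO wells lacking enzyme for full effect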
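test system = in-house recombinant HK5 (HKDC1) enzyme | amount = HKDC1 at 5 µg/mL | control set = DMSO-enzyme wells negative, buffer-substituted wells positive | compound = one dose of 20 µM, 1% DMSO | schedule = reaction time 90 min, room temperature, protected from light | technique = resorufin fluorescence at 613 nm | reagent = glucose with 1 mM ATP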
hIAP block: blocks human intestinal alkaline phosphatase | purified IAP, CDP-Star luminescence, 30 min | inhibition, % at 10 µM | P09923 | 330,000 tested, 0.12% active;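 active = inhibition reaching a set limit with compound at 10 µM in the primary screen, cut at about 35% in these data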;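 note: plate controls were DMSO wells with enzyme for no effect and no-enzyme buffer wells for full effect; values of inactives mirror those of a sister screen read the other way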
mIAP activ: mouse IAP activation; muIAP, CDP-Star luminescence, 30 min; hits give high values; 1 = vehicle-only enzyme signal, 0 = enzyme-free wells; activation factor at 10 µM; 330,000 tested, 0.24% active; AID 2805;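 active = activation factor of at least 2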; note: the source names both 10 and 20 µM as test concentration; values of inactives mirror those of a sister screen read the other way
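System: mouse IAP enzyme. Reagent: CDP-Star chemiluminescent phosphatase substrate. Benchmarks: DMSO wells, no-enzyme wells. Times: 30 min enzyme-substrate-compound incubation at room temperature. Detection: luminescence from enzymatic CDP-Star hydrolysis. Doses: test compounds delivered from DMSO solution.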
ATG4B inh: blocks human ATG4B protease cleavage of LC3 substrate; inhibition, % at 8.33 µM; 340,000 tested, 0.51% active; ATG4B cleavage of LC3-PLA2, NBD-HPC fluorescence, 1 h; in the data active = inhibition above about 40%
Target sequence (Q9Y4P1 whole entry, looked up): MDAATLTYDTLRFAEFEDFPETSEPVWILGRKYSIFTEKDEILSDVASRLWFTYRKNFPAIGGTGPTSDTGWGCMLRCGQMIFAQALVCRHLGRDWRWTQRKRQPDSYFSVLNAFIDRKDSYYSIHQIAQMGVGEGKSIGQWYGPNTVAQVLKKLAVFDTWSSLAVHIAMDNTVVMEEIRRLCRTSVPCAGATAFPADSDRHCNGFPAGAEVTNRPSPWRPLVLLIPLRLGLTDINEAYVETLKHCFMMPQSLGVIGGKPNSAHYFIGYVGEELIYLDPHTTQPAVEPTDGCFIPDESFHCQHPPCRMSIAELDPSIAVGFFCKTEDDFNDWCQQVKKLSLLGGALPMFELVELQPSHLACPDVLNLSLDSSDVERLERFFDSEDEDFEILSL
mIAP inh: mouse IAP inhibition | purified mouse IAP, CDP-Star luminescence, 30 min | inhibition, % at 10 µM | 330,000 tested, 0.2% active;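 active = inhibition of at least 40% at 10 µM in the primary screen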;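 note: plate controls were DMSO with enzyme for no effect and no enzyme wells for full effect; values of inactives mirror those of a sister screen read the other way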
PfGluPho inh: PfG6PD (Plasmodium falciparum) enzyme inhibition. inhibition, % at 20 µM. PfGluPho enzyme, NADPH resazurin-diaphorase fluorescence. 350,000 tested, 0.78% active;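 active = inhibition reaching at least a set limit at 20 µM in the primary screen, cut at about 59% in these data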;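 note: 0% = DMSO wells with substrate and 100% = DMSO wells lacking glucose-6-phosphate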
Active calls of the source: *. Rows were taken by chance, and some 2.4% of all compounds hit somewhere here.

SMILES	APOBEC3A inh	hIAP act	HKDC1 inh	hIAP block	mIAP activ	ATG4B inh	mIAP inh	PfGluPho inh
CCc1cccc(NC(=O)CCc2nc(-c3cccs3)no2)c1	-3	0.96	-4	4	1	-14	-3	11
CCN(CC)c1ccc2cc(C(C)=O)c(=O)oc2c1	1	1.1	8	-6	0.95	-12	4	-5
Oc1ccc(CNc2ccccc2F)c2cccnc12	-3	1.2	-20	-19	1.1	-2	-15	-1
CNS(=O)(=O)c1cccc(C(=O)OCC(=O)C23CC4CC(CC(C4)C2)C3)c1	-2	0.93	-3	8	0.99	-8	1	7
O=C(O)c1ccc2c(=O)n3c(nc2c1)/C(=C/c1ccc(Cl)c(Cl)c1)CC3	0	1.1	14	-6	0.99	5	1	-15
Cn1c(CNC(=O)CNS(=O)(=O)c2ccccc2)cc(=O)n(C)c1=O	-7	0.92	-6	8	1	-4	-4	-2
Cc1cnc(C(=O)N2CCCC(C(=O)c3cccc(OC(C)C)c3)C2)cn1 (stereo not given)	2	0.91	3	9	0.99	3	1	-18
CCC(=O)N1CCCc2cc(S(=O)(=O)N3CCN(C4CCCCC4)CC3)ccc21	2	0.98	-1	2	1	-10	-3	7
Cc1ccc(C2(c3ccccc3)NC(=O)N(CC(=O)N3CC(=O)Nc4ccccc43)C2=O)cc1C (stereo not given)	0	1	1	-3	1.3	-12	-32	4
CCOC(=O)c1sc(NC(=O)COc2ncnc3ccccc23)c(C(=O)OCC)c1C	-1	1.2	3	-18	0.9	12	10	-7
O=C(c1ccc(Oc2ccc([N+](=O)[O-])cc2Cl)cc1)N1CCCC1	1	0.93	-10	7	1	-3	-3	12
Clc1ccc2c(N3CCCC3)ccnc2c1	-3	1	-17	-5	1	0	-3	-24

An excerpt from above in order of their number in ATG4B inh, highest first:
SMILES	APOBEC3A inh	hIAP act	HKDC1 inh	hIAP block	mIAP activ	ATG4B inh	mIAP inh	PfGluPho inh
Oc1ccc(CNc2ccccc2F)c2cccnc12	-3	1.2	-20	-19	1.1	-2	-15	-1
O=C(c1ccc(Oc2ccc([N+](=O)[O-])cc2Cl)cc1)N1CCCC1	1	0.93	-10	7	1	-3	-3	12
CNS(=O)(=O)c1cccc(C(=O)OCC(=O)C23CC4CC(CC(C4)C2)C3)c1	-2	0.93	-3	8	0.99	-8	1	7
CCN(CC)c1ccc2cc(C(C)=O)c(=O)oc2c1	1	1.1	8	-6	0.95	-12	4	-5

Next structures follow.
SMILES	APOBEC3A inh	hIAP act	HKDC1 inh	hIAP block	mIAP activ	ATG4B inh	mIAP inh	PfGluPho inh
Cc1cccc(NC(=O)CSc2nc3ccccc3c(=O)n2C)c1	-8	1.1	-3	-10	1.1	-1	-5	0
COc1cc(C(=O)OCC(=O)Nc2ccc(F)cc2F)cc(OC)c1OC	-1	1	0	0	1.1	-2	-8	-4
COc1ccc(OC)c(NC(=O)COC(=O)c2c3c(nc4ccccc24)CCCC3)c1	3	0.86	-4	14	0.96	-5	4	10
CC1C(=O)N2CCCc3cc(S(=O)(=O)N4CCN(c5cccc(Cl)c5)CC4)cc1c32 (stereo not given)	5	1.1	0	-5	0.96	-4	4	0
CCCCNC(=O)CSc1nc(N)c(C(=O)Nc2ccc(OC)cc2)s1	1	1.1	0	-13	0.98	-8	2	-3
Cc1cc2cc(CN3C(=O)c4ccccc4C3=O)ccc2[nH]1	2	0.96	-2	4	0.93	1	7	-3
COc1cc(C(=S)N2CCCC2)ccc1OC(=O)c1ccc(Cl)cc1[N+](=O)[O-]	4	0.98	7	2	1	3	0	0
CC1CCCN(C(=O)COC(=O)C2CCN(S(=O)(=O)c3ccc4c(c3)OCCO4)CC2)C1 (stereo not given)	-2	1.1	-7	-9	1	8	-2	-31
Cc1ccccc1C(=O)Nc1nnc(S(=O)(=O)N(C)Cc2ccco2)s1	3	1	9	-2	0.96	14	4	22
COC(=O)c1ccc(COc2ccc(/C=C/C(=O)c3ccc(OC)c(CSCC(=O)O)c3)cc2OC)cc1	6	1	11	-1	0.94	1	6	-11
O=C(CSc1ncn[nH]1)Nc1cccc(S(=O)(=O)N2CCCCCC2)c1	-1	1.2	13	-21	0.95	3	5	-13
C=CCCCCCCCCC(=O)NN	6	0.95	8	5	1	24	-4	-11
Cc1ccc(S(=O)(=O)Oc2ccc(/C=N/NC(=O)c3ccncc3)cc2)cc1	8	1.2	-1	-16	0.96	0	4	13
COc1ccc(CNC(=O)c2ccc(Cl)c(NC3=NC4CS(=O)(=O)CC4S3)c2)cc1 (stereo not given)	-4	1.1	0	-14	1	-8	-4	-11
O=[N+]([O-])c1ccc(CSc2ncnc3c2ncn3[C@@H]2O[C@H](CO)[C@@H](O)[C@H]2O)cc1	0	0.92	-4	8	1	-1	-3	12
CC1(C)CC(=O)C(CC(=O)Nc2ccc(S(N)(=O)=O)cc2)=C(O)C1	3	0.94	-10	6	1.1	-3	-10	8
CCOCCCN(C)C1CCN(C(=O)c2oc3ccccc3c2NC(=O)c2ccc(F)cc2)CC1	-2	1	-3	-2	0.91	-2	9	-4
CCOc1ccc(CNC(=O)CS(=O)(=O)Cc2nc(-c3ccc(OC)cc3)oc2C)cc1	-4	1.2	-4	-16	1.1	0	-12	13
Cc1cc(C(=O)NCc2nc(-c3ccccc3)no2)ccc1[N+](=O)[O-]	-3	0.84	4	16	1	-4	0	11
Cn1cccc1Cc1nnc(SCC(=O)N2CCOCC2)n1CCc1ccccc1	-1	0.87	-4	13	0.95	0	4	-5
CC(=O)N1CCc2c(sc(NC(=O)Cc3ccc(C)cc3C)c2C#N)C1	2	0.97	-5	3	0.96	13	4	-10
Cc1nnc(NC(=O)c2ccc(S(=O)(=O)N(C)c3ccccc3)cc2)s1	0	1	0	-4	1.1	8	-13	-13
CCC1(c2ccc(F)cc2)NC(=O)N(CC(=O)Nc2cccc(S(=O)(=O)N3CCCCC3)c2)C1=O (stereo not given)	1	0.97	2	3	1.2	-19	-21	15
CN(C)c1ccc(Cl)cc1N	-2	0.79	-1	21	0.91	9	10	-13
Cc1nn(C(C)C(=O)N2CCc3ccccc3C2)c(=O)c2cc3occc3n12 (stereo not given)	-1	1	-7	-2	1	11	-3	1
CCOC(=O)N1CCN(C(c2ccc(Cl)cc2)c2sc3nc(C)nn3c2O)CC1 (stereo not given)	1	1.1	-3	-6	0.88	-20	12	-5
CCCn1cc(CN2CCc3ccc(NC(=O)C4CCCO4)cc3C2)c(C)n1 (stereo not given)	-4	1	1	-2	0.93	-2	7	1
Cc1csc(NC(=O)CSc2nnc(-c3ccncc3)n2C)n1	-2	0.87	5	13	0.95	4	5	-14
CCOc1ccc2nc(NC(=O)CCC(=O)c3cccs3)sc2c1	-1	0.9	-4	10	0.95	-7	5	-6
Cc1nnc2sc(-c3csc4c3CCCC4)nn12	-2	0.91	2	9	1.1	-8	-8	-2
CCCCNC(=O)NNC(=O)c1ccoc1C	-1	1	-6	-3	1	7	-3	-16
COC(=O)CCCC(=O)Nc1c(F)c(F)c(F)c(F)c1F	-2	0.94	4	6	1	6	-2	-1
Cc1cccc(NC(=O)c2cc3c([nH]c4ccccc43)c(C)n2)c1C	3	1	11	-3	1.1	-9	-12	-2
COc1ccc(-c2nnco2)cc1OC	-2	0.69	0	31	1.1	5	-7	-3
Cc1ccccc1Nc1nc(N)nc(COC(=O)c2ccc([N+](=O)[O-])o2)n1	-3	0.85	5	15	0.91	-25	9	11
CCn1nc(C(=O)OCC(=O)N2c3ccccc3CC2C)c2ccccc2c1=O (stereo not given)	-1	0.93	4	7	1	-14	0	0
CCCCC(O)(CCN1CCOCC1)c1ccc(Cl)cc1 (stereo not given)	-1	0.8	10	20	0.99	8	1	-8
CCc1ccc(NC(=O)C(=O)NCc2ccccn2)cc1	4	1	-4	-1	1	1	0	-17
O=C(N/N=C/c1cccc([N+](=O)[O-])c1)c1cccc(Br)c1	-4	0.99	-4	1	0.95	-9	5	11
CC1CN(CC(=O)Nc2ccc([N+](=O)[O-])cc2Br)CC(C)O1 (stereo not given)	4	0.97	-3	3	1	3	-2	6
O=C(NCCCCc1ccccc1)Nc1cccc(F)c1	0	1.2	3	-18	2.5*	16	-146	14
CC(c1ccco1)N(C(=O)c1ccc(Cl)s1)c1ccccn1 (stereo not given)	-3	0.99	-13	1	0.96	1	4	10
Cc1nnc(Cl)c2nn(-c3ccccc3)c(C)c12	-4	1.5	-14	-52	0.93	-6	7	1
COCCNc1nc(-c2cc3ccccc3o2)cs1	-2	0.9	16	10	0.79	-3	21	2
CCOc1ccc(N2CC(C(=O)NCc3ccccc3)CC2=O)cc1 (stereo not given)	2	0.95	-1	5	1.1	-17	-6	-6
CC(C)(C)C(=O)Nc1ccc(C(=O)NNC(=O)Cc2ccccc2)cc1	1	0.94	-8	6	0.98	-7	2	-28
CCOc1ccccc1C1c2cc3c(cc2OC(C)(N2CCCC2)C1C)OCO3 (stereo not given)	-4	1.2	7	-22	1.1	7	-11	25
COc1ccccc1N1CCN(CC(=O)NCC2CCCO2)CC1 (stereo not given)	-2	1	-6	0	0.94	10	6	-25

4 compounds already listed, sorted by length of the SMILES, smallest number first.
SMILES	APOBEC3A inh	hIAP act	HKDC1 inh	hIAP block	mIAP activ	ATG4B inh	mIAP inh	PfGluPho inh
CCCCC(O)(CCN1CCOCC1)c1ccc(Cl)cc1 (stereo not given)	-1	0.8	10	20	0.99	8	1	-8
CCc1ccc(NC(=O)C(=O)NCc2ccccn2)cc1	4	1	-4	-1	1	1	0	-17
CC(c1ccco1)N(C(=O)c1ccc(Cl)s1)c1ccccn1 (stereo not given)	-3	0.99	-13	1	0.96	1	4	10
O=C(N/N=C/c1cccc([N+](=O)[O-])c1)c1cccc(Br)c1	-4	0.99	-4	1	0.95	-9	5	11

Next section:
SMILES	APOBEC3A inh	hIAP act	HKDC1 inh	hIAP block	mIAP activ	ATG4B inh	mIAP inh	PfGluPho inh
COc1cc2c(cc1NC(=O)/C=C/c1ccccc1)oc1ccccc12	2	0.97	-6	3	0.89	2	11	14
Cc1cc2ccccc2nc1SCC(=O)Nc1nc(-c2ccccc2)cs1	3	0.88	-1	12	0.9	0	10	-14
CC(C)c1ccc(O)c(NC(=S)NC(=O)c2ccc3c(c2)OCO3)c1	-3	0.93	-4	7	0.78	24	22	17
O=C(O)COc1ccc2c(c1)CCCC2	-2	0.9	2	10	0.93	-5	7	13
CC(C)c1ccc(NC2CCCN(C(=O)c3ccc4nccnc4c3)C2)cc1 (stereo not given)	-6	1.2	0	-23	1	32	-2	-10
O=C(CCCN1C(=O)/C(=C\c2ccccc2)SC1=S)Nc1cccc(C(=O)O)c1	0	0.89	13	11	0.85	9	14	-36
CCOC(=O)Cc1csc2nc(-c3ccccc3)nn12	-4	0.98	-7	2	0.89	0	11	-5
O=C(c1ccncc1)N1CCN(C2CCC(c3ccccc3)CC2)CC1 (stereo not given)	-3	1.1	-7	-14	1.1	1	-13	-14
CCCCn1nc(C(=O)Nc2ccc(-n3cnnn3)cc2)c2ccccc2c1=O	-1	0.92	-2	8	0.91	-7	9	-2
Cc1ccc(/C(N)=N/OC(=O)N2CCOCC2)cc1	-2	0.82	-11	18	0.87	-5	13	-1
COc1ccc(-c2cc3ccc(OCc4nn[nH]n4)cc3oc2=O)cc1OC	2	0.77	8	23	0.92	-15	8	11
CC(C)c1cc(=O)oc2c3c4c(cc12)CCCN4CCC3	2	0.94	5	6	0.92	-16	8	19
Cc1nonc1NC(=O)c1ccc(Cl)c(S(=O)(=O)N2CCCCC2)c1	-3	0.95	2	5	0.97	-5	3	-15
CCCN(CC(=O)Nc1cc(Cl)cc(Cl)c1)CC(=O)Nc1ccc(F)c(F)c1F	2	1.2	-4	-16	1.1	6	-8	30
COC(=O)c1[nH]c2cccc(OC)c2c1NC(=O)CN1CC2(C)CC1CC(C)(C)C2 (stereo not given)	1	1.1	1	-10	1	-9	-4	14
